# Bioassay records from PubChem.
# ROC1-CUL1 inh: human ROC1-CUL1 E3 ligase inhibition. P62877+Q13616. in vitro K48 di-Ub FRET, acceptor:donor ratio, 45 min. inhibition, % at 10 µM. 140,000 tested, 0.6% active. AID 1347404; in the data active = inhibition above about 25%
# Target sequence (P62877 whole entry, looked up): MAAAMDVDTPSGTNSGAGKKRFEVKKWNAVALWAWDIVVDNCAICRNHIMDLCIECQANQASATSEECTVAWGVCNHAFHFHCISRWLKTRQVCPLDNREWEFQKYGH
# Target sequence (Q13616 whole entry, looked up): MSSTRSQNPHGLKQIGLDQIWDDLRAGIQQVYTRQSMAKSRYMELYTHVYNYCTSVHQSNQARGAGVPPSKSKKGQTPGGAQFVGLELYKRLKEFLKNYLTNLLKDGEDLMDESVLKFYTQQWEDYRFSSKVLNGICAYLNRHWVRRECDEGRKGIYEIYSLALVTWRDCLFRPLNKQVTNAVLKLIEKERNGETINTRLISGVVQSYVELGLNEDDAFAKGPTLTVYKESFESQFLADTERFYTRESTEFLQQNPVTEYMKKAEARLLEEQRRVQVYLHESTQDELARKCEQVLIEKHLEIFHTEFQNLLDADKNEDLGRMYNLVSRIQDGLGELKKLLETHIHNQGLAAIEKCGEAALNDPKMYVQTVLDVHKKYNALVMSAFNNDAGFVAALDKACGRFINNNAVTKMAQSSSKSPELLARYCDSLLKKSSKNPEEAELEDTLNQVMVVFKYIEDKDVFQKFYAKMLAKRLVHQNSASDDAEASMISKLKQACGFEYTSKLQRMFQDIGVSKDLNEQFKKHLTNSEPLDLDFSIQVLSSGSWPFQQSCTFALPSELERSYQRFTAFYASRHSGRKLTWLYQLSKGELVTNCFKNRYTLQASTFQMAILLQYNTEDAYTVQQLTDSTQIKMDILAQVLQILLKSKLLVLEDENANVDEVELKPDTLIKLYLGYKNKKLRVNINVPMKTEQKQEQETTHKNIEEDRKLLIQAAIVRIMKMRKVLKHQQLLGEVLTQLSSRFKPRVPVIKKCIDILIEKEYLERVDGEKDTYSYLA
# An asterisk follows results filed as active.
SMILES,ROC1-CUL1 inh
COc1ccc(-c2noc(CN3CCN(c4ccccc4OC)CC3)n2)cc1OC,5
O=C(CSc1nc2c(c(=O)[nH]1)CN(Cc1ccc3c(c1)OCO3)CC2)Nc1cccc(Cl)c1,-1
CC1=NC2=C(C(=O)CC(c3ccccc3)C2)C(c2cnn(C)c2)C1C(=O)Nc1cc(C)ccn1 (stereo not given),-7
CCOC(=O)C1=C(C)C2(Br)C3C(=O)N(c4cccc5ccccc45)C(=O)C3C1(C)C1C(=O)N(c3cccc4ccccc34)C(=O)C12 (stereo not given),10
Cc1cc(OC(=O)c2sc(Cl)nc2C)cc(C)c1Cl,8
CCCc1cc(CN(C)C(=O)Nc2ncn(CC)n2)[nH]n1,4
O=S(=O)(Cc1ccc(Cl)c(Cl)c1)N1CCCC1,7
Cc1ccc(NC(=O)C2CCCN(S(=O)(=O)c3cccs3)C2)c(C)c1 (stereo not given),9
COc1ccc2c(CNCCc3cccs3)c(C(=O)O)n(Cc3ccccc3)c2c1,5
CC(C)c1noc(-c2ccccc2OCC(=O)Nc2cccc([N+](=O)[O-])c2)n1,-3
CC(=O)c1cc(C(=O)N2CCc3onc(-c4ccc(F)c(F)c4)c3C2)cs1,-2
Cc1ccc(C)c(C(=O)COC(=O)c2ccc3c(c2)C(=O)NC3=O)c1,5
COc1ccc(NC(=O)CSc2nc(-c3cc(OC)c(OC)c(OC)c3)[nH]c2-c2ccc(F)cc2)cc1,5
CCCC12CN3CC(CCC)(CN(C1)C3c1ccc(OC(C)C)cc1)C2=O (stereo not given),6
COc1ccc2ccccc2c1CN(C)Cc1nc(-c2ccccc2NS(C)(=O)=O)oc1C,4
CC(=O)Nc1nonc1-c1nnc(SCC(=O)Nc2cc(Cl)ccc2C)n1C,5
CSc1ccc(CCNC(=O)c2ccc3c(Cl)c4c(nc3c2)CCCC4)cc1,-10
Cc1cc(Br)cc(C)c1NC(=O)C1C2C=CC(C3CC23)C1C(=O)O (stereo not given),4
O=C1C(N=Nc2ccc(Cl)cc2)C(=O)N(c2ccc3ccccc3c2)C(=S)N1c1ccccc1 (stereo not given),5
O=C(O)c1cccc(NC(=O)c2cccc(S(=O)(=O)Nc3cccc(F)c3)c2)c1,-9
Cc1ccc(-c2c(C)sc(NC(=O)c3ccncc3)c2C(N)=O)cc1,2
CCn1cc(Cl)c(C(=O)N2N=C3/C(=C/c4ccco4)CCCC3C2c2ccco2)n1 (stereo not given),2
Cc1cccc(OCCCC(=O)Nc2sc3c(c2C(N)=O)CCC(C)C3)c1 (stereo not given),3
O=C(NCCN1CCOCC1)c1ccc(N2CCC(N3CCC(c4ccccc4Cl)C3)CC2)cc1 (stereo not given),3
CCC1=C(c2ccccc2)N(c2ccccc2)C(=O)C(/C(C)=N/OCc2ccccc2)C1=O (stereo not given),-8
COc1cc(C2c3c(n[nH]c3C)OC(=N)C2C#N)cc(I)c1OCc1ccc(Cl)cc1Cl (stereo not given),12
O=C(NCc1ccco1)c1ccc(Cn2c(SCc3ccccc3F)nc3cccnc32)cc1,15
O=C1OC(c2cc(I)ccc2Cl)=N/C1=C\C=C\c1ccc([N+](=O)[O-])cc1,12
O=C(CCCn1c(=O)c2ccccc2n(Cc2cccc(F)c2)c1=O)NCc1ccccc1Cl,-9
CCCC(=O)Nc1ccc(Cl)c(NC(=O)COc2ccc(C3CCCCC3)cc2)c1,-3
O=C(c1ccc(N2CCC(NCc3scnc3-c3ccccc3)CC2)cc1)N1CCOCC1,-9
Cc1cc(C)c(NC(=O)Cn2c(=O)n(Cc3ccc(C(=O)NCc4ccco4)cc3)c(=O)c3sccc32)c(C)c1,-1
O=C(COC(=O)c1cccnc1)c1ccc(OC(=O)c2ccccc2)cc1,5
O=C(Nc1cccc(C(=O)OCc2cc(=O)n3nc(C4CC4)sc3n2)c1)c1cccc(Cl)c1,-1
Cc1nc(CN)cc(N2CCC(Cn3cccn3)CC2)n1,-8
CCOC(=O)C12CCCC1=Nc1c(ncnc1N(C)C)S2 (stereo not given),7
CCc1cccc(NC(=O)/C=C/c2ccc(Cl)c(Cl)c2)c1,1
CSCCC1c2c(n[nH]c2-c2cccs2)OC(=N)C1C#N (stereo not given),-10
Cn1c(Oc2ccccc2N=Cc2cccc(Br)c2)cc(=O)n(C)c1=O,0
Cc1ccc(OCc2nc(-c3ccc(Cl)cc3)no2)c(Br)c1,-5
Cc1ccc2c(c1)C(=O)c1ccccc1CS2=O (stereo not given),3
Cc1sc2nc(SCC#N)[nH]c(=O)c2c1C,5
CC(C)(C)C(Cn1ccnc1)NCc1cn[nH]c1-c1cc2ccccc2o1 (stereo not given),0
CCCCC1(C)OC(=O)C(=Cc2cc(OC)c(OC)c(OC)c2)C(=O)O1 (stereo not given),12
Cc1c(C(=O)Nc2ccc(F)c(C(F)(F)F)c2)sc2nc(-c3ccccc3)cn12,1
Cc1cccc(CNC(=O)c2cnc3sc(N4CCOCC4)nn3c2=O)c1,3
Cn1c(=O)c2c(nc(NCC(=O)O)n2Cc2ccccc2)n(C)c1=O,4
COCCNC(=O)Cn1c(=O)n(CCCCCC(=O)NCc2ccc3c(c2)OCO3)c(=O)c2sccc21,4
COCCCN1C(=O)CC(CC(=O)N2CCCC(c3ccccc3C)C2)(c2ccccc2Cl)C1=O (stereo not given),2
Cc1ccc(Cn2c(CNC(=O)c3ccc(Cl)c([N+](=O)[O-])c3)nc3cccnc32)cc1,-4
O=C1NN(c2ccc(Cl)c(Cl)c2)C(=O)/C1=C\c1c2ccccc2cc2ccccc12,-1
COC(=O)c1c(NC(=O)c2ccccc2C(=O)Nc2sc(C)c(C)c2C(=O)OC)sc(C)c1C,-2
Nc1nonc1-c1nc2ccccc2n1CC(=O)Nc1ccccc1C(=O)O,2
COc1ccc(CNC(=O)c2cc(NC(=O)CC3CCCC3)cc3nc(C4CCCO4)n(C)c23)cc1 (stereo not given),-6
Cc1c(C#N)c(N)c(C(=O)c2ccc(Br)cc2)n1-c1ccccc1,-17
COc1c(S(=O)(=O)N2CCN(C(c3ccccc3)c3ccccc3)CC2)ccc(Cl)c1Cl,-10
Nc1c(C(=O)Nc2ccc(OC(F)(F)F)cc2)nnn1Cc1ccccc1,-4
Cc1nnc2c3ccccc3c(-c3cccs3)nn12,0
Cc1cc2nc(N3CCC(C(=O)NCC(C)C)CC3)nc(C)c2cc1C,-6
COc1cccc(N=C2C(=O)N(c3ccccc3)C(=O)C2Cl)c1 (stereo not given),0

# More compounds.
SMILES,ROC1-CUL1 inh
COc1cc2c(=O)n(Cc3ccccc3)c(=O)n(CC(=O)Nc3cc(C(F)(F)F)ccc3Cl)c2cc1OC,-8
CCCS(=O)(=O)N1CCC2(CCCN(Cc3cccc(F)c3F)C2=O)C1 (stereo not given),-3
O=C(Cc1cccs1)N1CCC(C2(c3ccccn3)NC(=O)N(CC3CCCO3)C2=O)CC1 (stereo not given),-1
O=C1CC(c2ccccc2OCc2ccccc2)CC2=Nc3ccccc3N(C(=O)c3ccccc3)C(c3ccccc3)C12 (stereo not given),-7
CC(C)c1ccc(OCC(=O)NCCN2CCOCC2)c(Br)c1,0
O=[N+]([O-])c1ccc(-c2ccncn2)s1,4
CCn1c(=O)c2c(nc3n(-c4ccc(C)cc4)c(C)c(C)n23)n(C)c1=O,-5
S=c1[nH]nc(CNc2cc(Cl)ccc2Cl)o1,-4
COc1cc(CNc2ccc(F)c(Cl)c2)cc(Br)c1OCC(=O)NC(C)(C)C,-5
CC1CCN(C(=O)c2nn3c(c2Cl)NC(c2cccs2)CC3C(F)(F)F)CC1 (stereo not given),-9
COc1ccc(NC(=O)c2sc3ncccc3c2N)cc1,9
CC1CCN(c2ccc3nnc(-c4ccc(Br)cc4)n3n2)CC1,4
CCCCNC(=O)c1nn2c(C(F)(F)F)cc(-c3ccc(OC)cc3)nc2c1Br,8
COc1ccc(C2C(C(N)=O)C(C)=Nc3nc(-c4ccccc4Cl)nn32)cc1 (stereo not given),-3
COc1ccc(/C=N/NC(=O)c2cc(C)[nH]n2)cc1,1
Cc1c(C(=O)NCC2(c3ccccc3)CCOCC2)cnn1-c1nccc(-c2ccc3c(c2)OCO3)n1,4
N/C(CCCCCCN1CCCCC1)=N/O,8
CCOc1ccccc1NC(=O)CSc1nccn1-c1cccc(C)c1,-3
CCC1S/C(=N/N=C/c2cccs2)NC1=O (stereo not given),3
CCCCN1C(=O)/C(=C\C=C\c2ccccc2)C(=O)N(Cc2ccco2)C1=O,-14
CC(C)c1nc2cccnc2n1C1CCN(C(=O)C2CCCCN2C)CC1 (stereo not given),1
COC(=O)c1cc2oc3ccccc3c2n1Cc1ccc(C)cc1,1
Cc1ccc2c(c1)/C(=C/CCN(C)C)c1ccccc1CS2,8
CCCN(Cc1cc2cc(C)ccc2[nH]c1=O)C(=O)c1cccc(Cl)c1,5
CC1CCN(Cn2nc(-c3ccccc3Cl)n(C)c2=S)CC1,1
CC(=O)c1c(C)nc2sc3c(Cl)nc(C)nc3c2c1-c1ccc(Cl)cc1,3
Cc1c(Cl)cccc1NC(=O)CN1CCN(c2ccccc2)CC1,-12
COc1cc(CC2(CCC(=O)N3CCCC(C)C3)CCC(=O)N2)ccc1F (stereo not given),0
CC1=Nc2c(C#N)c(-c3cc4c([nH]3)CCCC4)nn2C(=O)C1,7
Cc1noc(-c2ccc(N3CCC(C(=O)N4CCCC4)CC3)nc2)n1,-20
CC1=Nc2nc(SCc3ccccc3Cl)nn2C(c2ccccc2)C1C(=O)Nc1cccnc1 (stereo not given),-9
Cc1ccc2c(CC(=O)Nc3ccc(S(=O)(=O)N4CCCCC4)cc3)coc2c1,4
CC1=CC(=O)C(C(c2ccccc2)N2CCN(c3ccc(F)cc3)CC2)C(=O)N1Cc1ccco1 (stereo not given),-3
COc1ccc(CCN(C)C2CCCN(Cc3cccnc3)C2)cc1OC (stereo not given),11
COC(=O)C1=C(SCCc2ccccc2)SC(=C2C(=O)CC(c3ccccc3)CC2=O)S1 (stereo not given),3
Cc1ccc(C)c2c1CC(NC(=O)c1ccccc1)C2=O (stereo not given),4
CN(C)S(=O)(=O)c1ccc(N2CCN(CCO)CC2)nc1,-2
CC(C)(C)OC(=O)N1CCC(c2c(C(=O)NCCc3ccsc3)cnn2-c2ccc(F)cc2F)CC1,-6
CCC(CC)C(=O)Nc1ccc(OC)cc1,1
CN1CC2c3ccccc3OC(c3ccc4c(c3)OCO4)C2([N+](=O)[O-])O1 (stereo not given),-6
CCOC(=O)c1ccc(NC(=S)NC(NC(=O)c2cccc(Cl)c2)C(Cl)(Cl)Cl)cc1 (stereo not given),-3
Cc1c(N2Cc3ccccc3C2=N)c(=O)n(-c2ccccc2)n1C,5
COc1cc(CN2CCNC(=O)C2CC(=O)NCCc2ccccc2OC)cc(OC)c1 (stereo not given),9
COc1ccc2cc(CNc3ccc(C)cc3)c(=O)n(CC(=O)Nc3cccc(C(F)(F)F)c3)c2c1,-2
Cc1ccc(-c2nnc(SCC(=O)Nc3nccs3)n2N)cc1,-4
CCCCNCc1ccc(OCC(=O)NC(C)(C)C)c(OCC)c1,-3
Cc1c(N(Cc2ccccc2F)S(C)(=O)=O)c(=O)n(-c2ccccc2)n1C,4
CC(=O)Oc1ccc(-n2c(C)cc(/C=C3\C(=O)N(c4ccccc4)N=C3C)c2C)cc1,4
COCCc1nn2c(=O)cc(COC(=O)c3ccc4c(c3)OCO4)nc2s1,-21
COC(=O)CSc1nc2ccccc2c(=O)[nH]1,9
Cc1ccc(CNc2ccc(-c3nc(-c4ccco4)no3)cc2[N+](=O)[O-])cc1,1
Nc1nonc1N=NN(CC(=O)Nc1ccccc1[N+](=O)[O-])c1nonc1N,-6
Cn1c(=O)c2c(-c3ccccc3Cl)n(Cc3ccc(Cl)cc3)cc2n(C)c1=O,-8
Cc1nc(C2CCCNC2)cc(N(C)Cc2csc(-c3cccs3)n2)n1 (stereo not given),8
Cc1cccc2c1N(C(=O)CN1C(=O)c3ccccc3C1=O)C(C)(C)c1ssc(=S)c1-2,-2
COc1ccc(C2C([N+](=O)[O-])=C(C)N=C3c4ccccc4C(=O)C32)cc1 (stereo not given),-2
CCOc1ccccc1NC(=O)c1ccccn1,-9
CCOC(=O)C1=C(C)N=c2s/c(=C\c3ccc(Cl)cc3Cl)c(=O)n2C1c1ccc(OC)cc1 (stereo not given),-10
O=C1N=C(Cc2ccc(Cl)c(Cl)c2)C(=O)N1,-5
COc1cccc(-c2nc3c(c(SCC(=O)Nc4cccc(C)c4C)n2)Cc2c(CO)cnc(C)c2O3)c1,0

# Copied from the entries so far, 19 compounds:
SMILES,ROC1-CUL1 inh
CCCN(Cc1cc2cc(C)ccc2[nH]c1=O)C(=O)c1cccc(Cl)c1,5
CC1CCN(Cn2nc(-c3ccccc3Cl)n(C)c2=S)CC1,1
CC(=O)c1c(C)nc2sc3c(Cl)nc(C)nc3c2c1-c1ccc(Cl)cc1,3
Cc1c(Cl)cccc1NC(=O)CN1CCN(c2ccccc2)CC1,-12
COc1cc(CC2(CCC(=O)N3CCCC(C)C3)CCC(=O)N2)ccc1F (stereo not given),0
CC1=Nc2c(C#N)c(-c3cc4c([nH]3)CCCC4)nn2C(=O)C1,7
Cc1noc(-c2ccc(N3CCC(C(=O)N4CCCC4)CC3)nc2)n1,-20
CC1=Nc2nc(SCc3ccccc3Cl)nn2C(c2ccccc2)C1C(=O)Nc1cccnc1 (stereo not given),-9
Cc1ccc2c(CC(=O)Nc3ccc(S(=O)(=O)N4CCCCC4)cc3)coc2c1,4
CC1=CC(=O)C(C(c2ccccc2)N2CCN(c3ccc(F)cc3)CC2)C(=O)N1Cc1ccco1 (stereo not given),-3
COc1ccc(CCN(C)C2CCCN(Cc3cccnc3)C2)cc1OC (stereo not given),11
COC(=O)C1=C(SCCc2ccccc2)SC(=C2C(=O)CC(c3ccccc3)CC2=O)S1 (stereo not given),3
Cc1ccc(C)c2c1CC(NC(=O)c1ccccc1)C2=O (stereo not given),4
CN(C)S(=O)(=O)c1ccc(N2CCN(CCO)CC2)nc1,-2
CC(C)(C)OC(=O)N1CCC(c2c(C(=O)NCCc3ccsc3)cnn2-c2ccc(F)cc2F)CC1,-6
CCC(CC)C(=O)Nc1ccc(OC)cc1,1
CN1CC2c3ccccc3OC(c3ccc4c(c3)OCO4)C2([N+](=O)[O-])O1 (stereo not given),-6
CCOC(=O)c1ccc(NC(=S)NC(NC(=O)c2cccc(Cl)c2)C(Cl)(Cl)Cl)cc1 (stereo not given),-3
Cc1c(N2Cc3ccccc3C2=N)c(=O)n(-c2ccccc2)n1C,5

# The list is partial; rates above refer to the full screens.
